Screens as filed in PubChem.
CHT inh = inhibits the human high affinity choline transporter; B-score at 10 µM; AID 488975; actives 0.86% (n = 310,000); CHT-expressing cells, membrane potential dye, choline response; stronger effect = lower value;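 active = B-score over 3 SD under the library average, and starting fluorescence ratio not unusually high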;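 also: choline stimulus applied at its EC90 after an EC20 pre-addition; B-score computed on integrated fluorescence ratio after choline addition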
Target sequence (Q9GZV3 whole entry, looked up): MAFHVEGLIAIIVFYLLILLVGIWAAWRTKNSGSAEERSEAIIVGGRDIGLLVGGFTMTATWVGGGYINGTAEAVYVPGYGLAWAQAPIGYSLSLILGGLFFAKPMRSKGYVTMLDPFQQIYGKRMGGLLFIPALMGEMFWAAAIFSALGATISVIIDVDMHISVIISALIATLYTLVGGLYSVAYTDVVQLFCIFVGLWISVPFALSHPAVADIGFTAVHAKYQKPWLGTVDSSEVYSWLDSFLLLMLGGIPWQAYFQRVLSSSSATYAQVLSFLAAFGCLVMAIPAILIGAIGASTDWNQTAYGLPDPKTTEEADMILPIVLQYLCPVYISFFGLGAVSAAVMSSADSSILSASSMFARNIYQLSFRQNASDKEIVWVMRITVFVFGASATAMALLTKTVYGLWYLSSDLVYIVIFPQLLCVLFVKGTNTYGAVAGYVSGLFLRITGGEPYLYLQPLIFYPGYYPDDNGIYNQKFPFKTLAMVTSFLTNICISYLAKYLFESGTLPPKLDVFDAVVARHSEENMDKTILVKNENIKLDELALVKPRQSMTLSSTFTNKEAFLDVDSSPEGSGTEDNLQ
STK33 kinase inh = human STK33 kinase inhibition | Q9BYT3 | purified STK33, MBP phosphorylation, ADP-Glo luminescence | inhibition, % at 10 µM | actives 0.073% (n = 320,000) | AID 2661;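 active = inhibition at or above 25%, using the most active replicate where run in duplicate; inactive = inhibition below 25%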
Target sequence (Q9BYT3 whole entry, looked up): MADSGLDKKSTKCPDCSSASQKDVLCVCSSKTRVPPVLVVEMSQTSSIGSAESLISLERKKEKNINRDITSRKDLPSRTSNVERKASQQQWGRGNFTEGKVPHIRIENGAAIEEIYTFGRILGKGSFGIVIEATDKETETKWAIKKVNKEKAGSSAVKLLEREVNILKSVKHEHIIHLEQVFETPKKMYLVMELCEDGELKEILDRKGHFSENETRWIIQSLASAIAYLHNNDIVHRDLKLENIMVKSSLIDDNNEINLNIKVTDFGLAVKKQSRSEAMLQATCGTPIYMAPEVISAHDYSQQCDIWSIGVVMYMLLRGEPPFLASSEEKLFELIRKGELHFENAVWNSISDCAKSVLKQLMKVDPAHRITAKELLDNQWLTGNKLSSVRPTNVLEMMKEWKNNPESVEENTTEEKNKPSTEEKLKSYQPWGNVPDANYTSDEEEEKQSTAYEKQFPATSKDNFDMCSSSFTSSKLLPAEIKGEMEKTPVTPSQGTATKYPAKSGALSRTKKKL
CHT PAM = human CHT allosteric activation. Q9GZV3. CHT-expressing cells, membrane potential dye, choline EC20; stronger effect = higher value; LV-AA mutant CHT in HEK293 cells. B-score at 10 µM. actives 0.49% (n = 310,000). AID 488977;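 active = initial fluorescence not abnormally high and integrated response B-score, plate-corrected, over 3 SD above library mean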
Starred values were filed as active, the others as inactive; i = inactive; · = no result given.

SMILES	CHT inh	STK33 kinase inh	CHT PAM
COCCCN1C(=O)c2ccc(C(=O)Nc3ccccc3OC)cc2C1=O	i	-0.8	i
Cc1ccc(NC(=O)CCCc2ccccc2)nc1	i	-1.5	i
Clc1c(-c2ccccc2)nc2ccccn12	i	-1.9	i
CCN(CC(=O)NCc1ccc(F)cc1)C(=O)c1ccc(C)o1	i	-0.9	i
CN1C(=O)/C(=C/c2cc(N=Nc3ccccc3)ccc2O)SC1=S	i	5.1	i
COC(=O)[C@H](CCSC)NC(=O)Nc1cccc(Br)c1	i	3.2	i
CCNc1nc(NCC)n2c(SCC(=O)Nc3cccc(F)c3)nnc2n1	i	-1.7	i
C/C(=N\NC(=O)c1ccoc1C)c1cccc2ccccc12	-7.6*	0.1	i
O=c1cc(/C=C/c2ccccc2)oc2c1ccc1ccccc12	i	1.4	i
O=C(Cc1cccc2ccccc12)NCCc1ccccc1	i	0.4	i
COC(=O)[C@@H]1CCCN1C(=O)[C@@H](NC(=O)OC(C)(C)C)C(C)C	i	-0.7	i
COc1ccc(CN2CCCC(N3CCN(c4cccc(Cl)c4)CC3)C2)cc1OC (stereo not drawn)	i	-1.1	i
Cc1ccc(S(=O)(=O)N(C)C)cc1NC(=O)CSc1ccc2c(c1)OCCO2	i	-0.5	i
CN(CC(=O)Nc1ccc(Cl)c(C(F)(F)F)c1)C(=O)c1cc(-c2ccncc2)nc2ccccc12	i	-1.2	i
O=C(NNC(=O)c1c(F)cccc1F)c1sccc1-n1cccc1	i	-1.2	i
CCc1cccc(NC(=O)CCS(=O)(=O)c2ccc3c(c2)NC(=O)CO3)c1	i	-0.5	i
Cn1c(SCC(=O)c2ccccc2)nc2cccnc21	i	-1.8	i
Cc1cc(C)c(NC(=O)CSc2nnc(Cc3cccn3C)n2-c2ccc(F)cc2)c(C)c1	i	0.3	i
O=S(=O)(Nc1ccc(Cl)cc1)c1ccc(N2CCOCC2)c(NC(=S)NC2CC2)c1	i	0.4	i
O=C(Nc1ccccc1)C1=C[C@@H](c2ccc3c(c2)OCO3)C[C@@H](OCCCCO)O1	i	1.6	i
O=C1C2ON(c3ccccc3)C(c3ccccn3)C2C(=O)N1c1ccc(Br)cc1 (stereo not drawn)	i	-1.1	i
O=C(COC(=O)c1ccc(NS(=O)(=O)c2ccc(Br)s2)cc1)NC1CCCC1	i	0.4	i
NS(=O)(=O)c1cccc(NC(=O)COC(=O)c2cc(Cl)ccc2[N+](=O)[O-])c1	i	0.4	i
Cc1c(C(=O)O)sc2nc(SCC(=O)Nc3ccc(S(=O)(=O)NCCCC(=O)O)cc3)[nH]c(=O)c12	i	-2.3	i
O=C(Cc1ccc([N+](=O)[O-])cc1)NNC(=O)c1ccc2c(c1)OCO2	i	0.9	i
(further entries)
SMILES	CHT inh	STK33 kinase inh	CHT PAM
O=C(COc1ccccc1)Nc1ccncc1	i	·	i
C=CCN1C(=O)C(O)(CC(=O)c2ccccn2)c2ccccc21 (stereo not drawn)	i	1.7	i
CC(C)OCCOc1ccc2oc(-c3ccco3)cc(=O)c2c1	i	-0.2	i
N=C1C(c2ccccc2)=C(O)CN1CCO	i	-0.1	i
O=C(Nc1ccc(-c2n[nH]c(=S)o2)cc1)c1ccccc1	i	0.2	i
COc1ccccc1NC(=O)CSc1nnc(CCC(=O)Nc2ccccc2F)n1C	i	-0.4	i
Cc1cc(C)n(CCC(=O)N2CCCC(N3CCN(c4cccc(Cl)c4)CC3)C2)n1 (stereo not drawn)	i	-1.4	i
CSc1oc(-c2ccc(F)cc2)nc1S(=O)(=O)c1ccc(F)cc1	i	-0.4	i
COCCOC(=O)c1c(C)oc2ccc(NS(=O)(=O)c3cccs3)cc12	i	0.6	i
O=C(/C=C/c1cc2c(cc1Br)OCO2)NCc1ccc(F)cc1	i	-1.0	i
O=C(CN(Cc1cccs1)C(=O)CN1C(=O)COc2ccccc21)NCc1ccco1	i	0.3	i
COc1ccc(-n2c(SCC(=O)Nc3ccc4c(c3)OCO4)nnc2C(C)N2CCCCC2)cc1 (stereo not drawn)	i	0.0	i
Cc1c(C=O)c2ccccc2n1CC(=O)O	i	-0.6	i
O=C(NC1CCSc2ccccc21)c1ccc(Cl)c(S(=O)(=O)N2CCOCC2)c1 (stereo not drawn)	i	0.7	i
COc1ccc(OCCC(=O)OCC(=O)Nc2cccc(Br)c2)cc1	i	0.0	i
S=C(Nc1cccc(Br)c1)c1ccccc1	i	0.7	i
CCCNC(=O)c1ccccc1NC(=O)c1ccc2c(=O)n3c(nc2c1)CCC3	i	·	i
COc1ccc(NS(=O)(=O)c2cccc(C(=O)NCCCN3CCOCC3)c2)cc1	i	-0.6	i
CC(=O)N1CCc2cc(S(=O)(=O)N3CCc4ccccc43)ccc21	i	-1.0	i
CCc1ccc(NC(=S)/N=C(\N)Nc2nc(C)c3cc(CC)ccc3n2)cc1	i	-0.8	i
Nc1ncnc2c1ncn2Cc1ccccc1	i	-2.4	i
Cc1cccc(NC(=O)c2cc(-c3cc(Cl)ccc3O)n[nH]2)c1	i	-1.2	i
CNC(=O)c1cc2ccccc2o1	i	0.8	i
COC(=O)c1ccc(CN2C(=O)NC3(CCCCC3C)C2=O)o1 (stereo not drawn)	i	0.9	i
Cc1cccc(C)c1OCC(=O)Nc1c(C)nn(C)c1C	i	0.5	i
(continued)
SMILES	CHT inh	STK33 kinase inh	CHT PAM
COc1ccc2sc(N(CCCN(C)C)C(=O)c3ccc(S(=O)(=O)N4CCCC4)cc3)nc2c1	i	2.0	i
O=C(Nc1ccc(F)cc1)c1cccnc1N1CCCCC1	i	0.2	i
Cc1ccc(-c2n[nH]c(=S)n2/N=C/c2cccs2)cc1	i	-0.9	i
O=C(NC(=S)N1CCN(c2ccc(F)cc2)CC1)C12CC3CC(CC(C3)C1)C2	i	-0.4	i
CC(C)CCN1CCN(C2CCN(c3ccc4c(c3)OCO4)CC2)CC1CCO (stereo not drawn)	i	-0.7	i
O=C(NCCCCc1ccccc1)Nc1ccc(F)cc1	i	-2.0	i
Cc1ccccc1Cn1cnc2c([N+](=O)[O-])c(C)c(C)cc21	i	0.0	i
Cn1c(=O)cc(SCC(=O)NCCC2=CCCCC2)c2ccc(Cl)cc21	i	-1.1	i
Cc1ccccc1CN1CCN(C(=O)c2ccco2)CC1	i	-1.5	i
C=CCNC(=S)NNC(=O)c1ccc(Br)o1	i	-2.0	i
CN1CCc2c(sc(NC(=O)C3CCCCC3)c2C(N)=O)C1	i	-1.2	i
Cc1ccccc1Nc1nc(N)nc(CSc2ccc(F)cc2)n1	i	-1.3	i
Cc1ccc(-n2c(SCC(=O)N3CCOCC3)nnc2-c2cccnc2)cc1C	i	-1.8	i
CC(C)[C@H](NC(=O)C1CC(=O)N(c2ccc(F)cc2)C1)C(=O)N1CCCCC1 (stereo partly drawn)	i	0.4	i
CCOc1ccc(NC(=S)N(CCN2CCOCC2)Cc2ccc3c(c2)CCCN3CC)cc1	i	0.9	i
COC(=O)c1ccc(/C=N/n2c(C)nc3ccccc3c2=O)cc1	i	-2.1	i
COc1ccc(N(CC(=O)N/N=C/c2ccccc2OC)S(=O)(=O)c2ccccc2)cc1	i	-0.2	i
C=CCNC(=S)NNC(=O)COc1ccc(Cl)cc1Cl	i	1.2	i
COc1ccccc1N1CCN(Cc2nc3ccccc3[nH]2)CC1	i	-3.9	i
Cc1ccc(C)c(C(=O)C(C)OC(=O)CN2C(=O)NC3(CC(C)CC(C)(C)C3)C2=O)c1 (stereo not drawn)	i	-0.3	i
CC(=O)C1=C(NC(=O)c2ccc(C(F)(F)F)cc2)C[C@@H]2[C@H]1C2(C)C	i	-1.0	i
O=[N+]([O-])c1c(N2CCN(CCO)CC2)nc2ccccn12	i	-0.8	i
CCCCNC(=O)Cn1c(-c2ccc(OC)cc2)noc1=O	i	-0.9	i
COc1ccc(C(O)c2nccn2Cc2ccccc2)cc1OC (stereo not drawn)	i	0.8	i
CC(C)c1nnc(NC(=O)CCC(=O)NC2CCCc3ccccc32)s1 (stereo not drawn)	i	0.0	i

Looked up by compound from above (7):
SMILES	CHT inh	STK33 kinase inh	CHT PAM
CC(C)[C@H](NC(=O)C1CC(=O)N(c2ccc(F)cc2)C1)C(=O)N1CCCCC1 (stereo partly drawn)	i	0.4	i
O=C(NC(=S)N1CCN(c2ccc(F)cc2)CC1)C12CC3CC(CC(C3)C1)C2	i	-0.4	i
CC(=O)C1=C(NC(=O)c2ccc(C(F)(F)F)cc2)C[C@@H]2[C@H]1C2(C)C	i	-1.0	i
CCCCNC(=O)Cn1c(-c2ccc(OC)cc2)noc1=O	i	-0.9	i
CC(C)c1nnc(NC(=O)CCC(=O)NC2CCCc3ccccc32)s1 (stereo not drawn)	i	0.0	i
CC(C)CCN1CCN(C2CCN(c3ccc4c(c3)OCO4)CC2)CC1CCO (stereo not drawn)	i	-0.7	i
O=C(Nc1ccc(F)cc1)c1cccnc1N1CCCCC1	i	0.2	i

Next part
SMILES	CHT inh	STK33 kinase inh	CHT PAM
Cc1ccc2c(c1)N(CC(=O)NCc1cccnc1)C(=O)CO2	i	-0.1	i
C[C@H](NC(=O)CCCOc1ccc(Cl)cc1Cl)c1nnc2ccccn12	i	-0.3	i
CCCCNCCOCCSc1ccc(Cl)cc1	i	0.1	i
CC(=O)c1ccc(C(=O)N2CCc3c([nH]c4ccccc34)C2c2ccccn2)s1 (stereo not drawn)	i	-0.8	i
c1ccc(OCc2nn3c(-c4ccco4)nnc3s2)cc1	i	0.2	i
O=C(Nc1cc(C(F)(F)F)ccc1N1CCOCC1)c1n[nH]c(=O)c2ccccc12	i	-4.9	i
Cc1cc(NC(=O)c2n[nH]c(=O)c3ccccc23)ccc1Br	i	0.0	i
CC(NC(=O)COc1ccc([N+](=O)[O-])cc1)c1ccccc1 (stereo not drawn)	i	0.3	i
COc1cc(COCC(O)CN2C(C)CCCC2C)cc(OC)c1OC (stereo not drawn)	i	-4.1	i
CC(C)c1ccc(N2C(=O)CC(Sc3ncccn3)C2=O)cc1 (stereo not drawn)	i	-0.1	i
O=C(NCCC1=CCCCC1)c1cc2c(s1)CS(=O)(=O)C2	i	1.3	i
CCOC(=O)c1c(Cl)c(C)nn1-c1nc(OC)cc(OC)n1	i	-0.7	i
Cc1nc2ccc(C(=O)N3CCN(Cc4ccccc4)CC3)cc2[nH]1	i	0.3	i
O=C(COc1ccc([N+](=O)[O-])cc1)NCc1ccccc1	i	-1.0	i
O=C(NNC(=O)C1CC=CCC1C(=O)O)c1ccc(Cl)cc1 (stereo not drawn)	i	0.2	i
Cn1nc(C(F)(F)F)cc1Oc1ncc(C(F)(F)F)cc1Cl	i	-0.9	i
CCc1ccc(C(=O)COC(=O)c2nn(C)c(=O)c3ccccc23)cc1	i	-1.1	i
O=C(NCC(=O)N(c1cccnc1)C(C(=O)NC1CCCC1)c1cccs1)c1cccs1 (stereo not drawn)	i	·	i
CCOC(=O)c1ccc(N2C(=O)CC(Sc3nc(O)c(CC)c(=O)[nH]3)C2=O)cc1 (stereo not drawn)	i	-0.9	i
Cc1ccc(S(=O)(=O)N(C)C)cc1NC(=O)C1CCCN(C(=O)c2ccc(Cl)cc2)C1 (stereo not drawn)	i	-1.1	i
O=C(CN(C(=O)c1csnn1)c1cccc2c1CCCC2)NCc1ccccc1	i	-0.9	i
CCOC(=O)C1=C(C)N(c2nonc2NC(C)=O)C(N)=C(C#N)C1c1ccccc1F (stereo not drawn)	i	-0.7	i
COc1ccc(S(=O)(=O)NCc2cccnc2)c2ccccc12	i	0.0	i
S=C(NC1CCCCC1)N1CCOCCOCCN(C(=S)NC2CCCCC2)CCOCC1	i	-0.3	i
O=C(N=c1nc2ccccn2s1)c1ccccc1	i	1.3	i
(continued)
SMILES	CHT inh	STK33 kinase inh	CHT PAM
CC(C)CCC(C(=O)O)C(C)CC(=O)Nc1ccn(-c2ccccc2)n1 (stereo not drawn)	i	-1.3	i
C/C(=N/NC(=O)c1cc(-c2ccccc2)nc2c(Cl)cccc12)c1cccnc1	i	-0.3	i
COCCN(C(=O)COC(=O)CSc1ccccc1)c1c(N)n(Cc2ccccc2)c(=O)[nH]c1=O	i	0.0	i
O=C(Nc1cccc(-c2cccc(Cl)c2)c1)C1CCN(Cc2ccc(CO)o2)CC1	i	0.8	i
COc1ccc(/C=C(\NC(=O)c2ccccc2)C(=O)NC2CCS(=O)(=O)C2)cc1 (stereo not drawn)	i	-0.1	i
Cn1nc(-c2ccc(Cl)cc2)cc1NC(=O)Nc1ccccc1	i	-0.3	i
c1ccc(-c2nnc(CN3CCCc4ccccc43)o2)cc1	i	-1.0	i
N#Cc1nc(Cl)c(Cl)c(NN)c1Cl	i	-1.0	i
Cc1ccc(-n2c(CNc3ccc(F)cc3)nnc2SCC(=O)N2CCCC2)cc1	i	-0.7	i
Oc1ccc(Cl)cc1CNCC1CCCO1 (stereo not drawn)	i	-0.4	i
CCOC(=O)c1cnc(Nc2nc3ccccc3o2)nc1CSC(=S)N1CCCCC1	i	0.2	i
COC(=O)c1ccccc1NC(=S)N1CCOCC1	i	-0.6	i
CC(=O)Nc1ccc(SCC(=O)c2cc(C)n(-c3ccccc3F)c2C)cc1	i	2.3	i
Cc1cc(C)nc(NC(=NCCc2c[nH]c3ccccc23)NC(=O)Nc2ccc(Cl)cc2)n1	i	-0.1	i

3 compounds out of the list, arranged by SMILES length, ascending:
SMILES	CHT inh	STK33 kinase inh	CHT PAM
N#Cc1nc(Cl)c(Cl)c(NN)c1Cl	i	-1.0	i
COC(=O)c1ccccc1NC(=S)N1CCOCC1	i	-0.6	i
O=C(Nc1cccc(-c2cccc(Cl)c2)c1)C1CCN(Cc2ccc(CO)o2)CC1	i	0.8	i
